# Source: PubChem BioAssay (National Center for Advancing Translational Sciences (NCATS))
# GLA spleen mod: inhibitors or activators of human alpha-galactosidase in spleen homogenate | human spleen homogenate, 4MU-alpha-Gal fluorescence, 40 min | Potency, µM (highest dose often 80 µM), inactives show at the highest dose activity change, negative = inhibition, actives largely listed as inhibitors | 0.008% of 240,000 active;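 note: potency is the fitted concentration of half-maximal effect; 0% = enzyme with vehicle and -100% = no enzyme basal signal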
# Target sequence (P06280 32-429 limits assumed): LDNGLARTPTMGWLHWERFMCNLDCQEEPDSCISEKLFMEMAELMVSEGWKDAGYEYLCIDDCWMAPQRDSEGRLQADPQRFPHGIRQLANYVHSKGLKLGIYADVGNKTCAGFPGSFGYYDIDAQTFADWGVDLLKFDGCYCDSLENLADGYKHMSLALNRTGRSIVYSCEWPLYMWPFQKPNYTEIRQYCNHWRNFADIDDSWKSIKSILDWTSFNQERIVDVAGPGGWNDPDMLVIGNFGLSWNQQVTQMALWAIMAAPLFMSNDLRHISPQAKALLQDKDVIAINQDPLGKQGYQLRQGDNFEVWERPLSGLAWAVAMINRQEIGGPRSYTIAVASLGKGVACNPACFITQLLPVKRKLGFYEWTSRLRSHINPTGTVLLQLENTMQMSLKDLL
#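 Spleen homogenate 1 ug + cpd (titration) + 4-MU-alpha-D-galactopyranoside 1 mM; 37C 40 min; 50 mM citrate/phosphate pH 5.0, 0.01% Tween-20; stop pH 10; fluorescence 365/440; AC50 via Hill.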
# CBFb-RUNX1 inh: CBF-beta/RUNX1 interaction disruption; AlphaScreen CBFb-His/RUNX1-biotin binding, biochemical; Q01196+Q13951; 230,000 tested, under 10 active; Potency, µM (series often up to 59.8 µM), without a hit: top-dose activity, negative = inhibition, usual class: inhibitors; note: % of control where 0% means no effect
#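 AlphaScreen proximity signal reports loss of binding between His-tagged CBF-beta and biotin-labelled RUNX1, each at 30 nM. Proteins are pre-associated for 20 minutes, compounds added for 15 minutes, then beads for 90 minutes, all at ambient temperature.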
# TexasRed fluor: Texas Red fluorescence interference in TRb-SRC2 counter-screen | TRb/SRC2 Texas Red total fluorescence interference | Potency, µM (titrated, usually from 106 µM), inactives show top-dose fluorescence change, negative = quenching | 0.29% of 280,000 active; active = well fitted curve in either direction with a large enough effect; inconclusive = small, poorly fitted or top-dose-only effect; note: potency is the fitted concentration of half-maximal effect; % is set by controls: 0 for no effect and ±100 for the full control effect
#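 Human TRb ligand-binding domain at 0.6 uM with 20 nM Texas Red SRC2 peptide in Tris buffer containing 1 uM T3 and 5% DMSO, incubated with compound 5 h at ambient temperature. Total fluorescence (555/632 nm) calculated as parallel + 2 × perpendicular.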
# Epigenetic reg: derepresses silenced GFP reporter in murine cells. Potency, µM (titrated, usually from 53.9 µM), inactives show top-dose GFP activation, usual class: activators. 0.2% of 280,000 active. AID 1865. murine LDR cells, GFP reporter derepression, 30 h; note: potency is the fitted concentration of half-maximal effect; % of control where 0% means no effect; nearly all actives have a fitted effect of over 60% in size
#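 Murine LDR cells bearing a silenced CMV-driven GFP reporter were exposed to compound for 30 h at 37 C. After PBS washes, GFP-positive cells (20-120 um objects) counted by laser-scanning microplate cytometry.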
# TRb-SRC2 inh: TRbeta-SRC2 interaction inhibition | P10828 | TRbeta-SRC2 peptide binding, fluorescence polarization; receptor liganded with 1 µM T3 | Potency, µM (titrated, usually from 106 µM), without a hit: at the top dose activity change, negative = inhibition, actives largely listed as inhibitors | 0.065% of 280,000 active;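 note: potency is the fitted concentration of half-maximal effect; plate controls were bound peptide for no effect and peptide without receptor for full effect; nearly all actives have a fitted effect of over 50% in size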
# Target sequence (P10828 whole entry, looked up): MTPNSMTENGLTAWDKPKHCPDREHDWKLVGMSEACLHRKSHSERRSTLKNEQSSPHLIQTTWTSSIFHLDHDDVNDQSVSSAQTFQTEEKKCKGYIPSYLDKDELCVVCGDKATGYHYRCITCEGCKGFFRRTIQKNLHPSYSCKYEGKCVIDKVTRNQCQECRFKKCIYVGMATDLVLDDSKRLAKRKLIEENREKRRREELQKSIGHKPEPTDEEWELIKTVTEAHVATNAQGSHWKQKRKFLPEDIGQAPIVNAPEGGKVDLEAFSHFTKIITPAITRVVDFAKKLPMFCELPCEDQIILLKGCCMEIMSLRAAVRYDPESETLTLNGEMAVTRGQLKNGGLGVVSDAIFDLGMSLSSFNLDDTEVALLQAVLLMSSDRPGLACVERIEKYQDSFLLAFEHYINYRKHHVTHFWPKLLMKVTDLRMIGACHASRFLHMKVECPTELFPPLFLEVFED
#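 Read-out is fluorescence polarization (555 nm excitation, 632 nm emission) of a Texas Red SRC2 coactivator peptide; loss of signal reflects blocked binding to human TRb ligand-binding domain in the presence of 1 uM T3.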
# NPSR antagonist: blocks cAMP signaling of the human neuropeptide S receptor | Q6W5P4 | CHO-NPSR cells, cAMP TR-FRET, antagonist mode | Potency, µM (doses to about 38.3 µM), inactives show at the highest dose activity change, negative = inhibition, usual class: inhibitors | 1% of 220,000 active | AID 1461; note: potency is the fitted concentration of half-maximal effect; % is set by controls: 0 for no effect and ±100 for the full control effect; nearly all actives have a fitted effect of over 50% in size; many of its hits are not listed in these tables
# Tau fluor counter: counter-screen for tau fibril formation inhibitors; tau K18 P301L Alexa594 fluorescence, heparin fibrillization; Potency, µM (doses to about 57.7 µM), for the others: at the highest dose activity change, negative = decrease; 0.93% of 280,000 active; note: potency is the fitted concentration of half-maximal effect; % is set by controls: 0 for no effect and ±100 for the full control effect; nearly all actives have a fitted effect of over 55% in size
#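 Human tau K18 P301L (15 uM unlabeled, 0.24 uM Alexa 594-labeled) in 100 mM sodium acetate pH 7 with 20 uM heparin, 6 hr at 37 C. ThT 30 uM added, 1 hr ambient; Alexa 594 FP and total fluorescence read at 555/632 nm.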
# Tau fibril FP: blocks human tau fibril formation measured by polarization. P10636. K18 P301L tau heparin fibrillization, Alexa594 FP, 6 h. AID 1468. Potency, µM (top dose mostly 57.7 µM), without a hit: at the highest dose activity, negative = inhibition, most hits filed as inhibitors. 0.39% of 280,000 active; note: potency is the fitted concentration of half-maximal effect; % is set by controls: 0 for no effect and ±100 for the full control effect; nearly all actives have a fitted effect of over 55% in size
# Target sequence (P10636 561-689 P618L limits assumed): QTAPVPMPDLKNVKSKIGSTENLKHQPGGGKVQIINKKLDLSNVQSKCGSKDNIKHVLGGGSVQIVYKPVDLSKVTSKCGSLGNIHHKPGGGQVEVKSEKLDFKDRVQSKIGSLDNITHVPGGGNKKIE
#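 Recombinant K18 P301L […], labeled with Alexa 594 at 0.24 uM over 15 uM unlabeled; heparin inducer 20 uM final; 37 C, 6 hr; FP endpoint.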
# * = called active by the depositor; ? = inconclusive; nt = no result given; & = joins results of further samples; [ ] = dose if it differs, or a comment. Unless noted, calls come from the whole dose curve; as a rule, active = well fitted curve in the direction sought with a large enough effect; inconclusive = small, poorly fitted or top-dose-only effect, or another doubt; inactive = no such curve, though single readings can be large; an effect the other way counts as inactive or inconclusive. These rows are one share of the data; the hit share may differ from the screen's.
SMILES,GLA spleen mod,CBFb-RUNX1 inh,TexasRed fluor,Epigenetic reg,TRb-SRC2 inh,NPSR antagonist,Tau fluor counter,Tau fibril FP
Cc1nn(Cc2ccccc2)c(C)c1NC(=O)c1ccc([N+](=O)[O-])cc1[N+](=O)[O-],6%,5%,0%,6.0%,0%,34%,-1%,-1%
Cc1ccc(CNC(=O)c2c(-c3ccccc3F)noc2C)o1,nt,nt,-1%,-0.1%,-3%,nt,0%,-4%
CNC(=O)c1ccc(Nc2nnc(-c3ccc(C)c(S(=O)(=O)NCC4CCCO4)c3)c3ccccc23)cc1 (stereo not given),-2%,4%,-4%,11%,9%,-9%,?,-13%
COC(=O)c1ccccc1NC(=O)CSc1nc2ccccc2c(=O)[nH]1,5%,12%,3%,-2.1%,-12%,-11%[46.1 µM],-8%,-17%
O=C(COCc1cc(-c2cccs2)on1)N1CCN(c2ccccc2)CC1,nt,nt,-19%,-1.2%,4%,nt,-21%,-5%
CCOC(=O)Oc1ccc2c(c1)C(C)=CC(C)(C)N2C(=O)OCC,2%,17%,-4%,0.0%,-9%,-14%[46.1 µM],-17%,-2%
COc1ccc(S(=O)(=O)N2CCC(C(=O)NCc3ccccc3)CC2)cc1OC,-6%,3%,-1%,0.0%,-5%,-7%,-2%,-3%
O=C(O)c1ccc(N/N=C/c2ccc(-c3cc(Cl)ccc3Cl)o2)cc1,-15%,?,-6%,-1.7%,-4%,-12%,10%[0.0958 µM],-1%[0.0958 µM]
O=C(NNC1CC(=O)N(c2cccc(Cl)c2)C1=O)c1cccs1 (stereo not given),2%,-5%,-1%[53 µM],-1.3%,5%[53 µM],11%,3%,2%
CCC(=O)OC1(C)C(=O)C=C2C=C(c3ccc(C#N)cc3)OC=C2C1=O (stereo not given),-10%,14%,-1%,0.0%,6%,nt,-4%,-8%
CC(=O)Nc1ccc(S(=O)(=O)N2CCCC(C(=O)O)C2)cc1 (stereo not given),3%,-2%,-1%,-1.3%,-8%,8%,4%,-9%
COc1ccc(NC(=O)Cn2cc(S(=O)(=O)Cc3ccc(F)cc3)c3ccccc32)cc1OC,nt,nt,-24%,16%,5%,nt,?,-4%
CN(C)C(CNC(=O)NC1CCCCC1)c1cccnc1 (stereo not given),3%,2%,4%,0.0%,-4%,-3%[46.1 µM],-1%,0%
COc1ccc2nc(SCC(=O)Nc3ccccc3C)[nH]c2c1,5%,-2%,-1%,-0.3%,-12%,-8%[46.1 µM],-14%,6%
CSc1ccccc1C(=O)Nc1ccccc1C(=O)NC(C)C,1%,0%,-4%,0.0%,-3%,0%,-8%,-4%
CCN(CC)CCCNc1nnc(C)c(=O)[nH]1,-6%,2%,-2%,8.0%,0%,-13%[46.1 µM],8%,-4%
CC(=O)c1cc2c(cc1NC(=O)CN1CCCCCCC1)OCO2,-7%,4%,-3%,-1.1%,-1%,-11%[46.1 µM],-20%,-7%
COc1ccc(NC(=O)CSc2cn(CCNC(=O)c3ccc(OC)cc3)c3ccccc23)cc1,nt,nt,-1%,-1.1%,6%,nt,?,-1%
O=S1(=O)CCN(Cc2ccc(Cl)c(C(F)(F)F)c2)CC1,-13%,4%,-5%,1.1%,-10%,21%,14%,4%
CCOC(=O)N1CCN(CCC(=O)Nc2cccc(F)c2)CC1,nt,nt,-5%,-1.7%,5%,nt,-8%,-15%
CCOc1ccccc1C1CC(=O)Nc2c1c(=O)n(C)c(=O)n2C (stereo not given),0%,2%,-2%,0.2%,-1%,-5%[46.1 µM],-7%,-11%
Cc1nnc2sc(-c3cccc(NC(=O)c4cccnc4)c3)nn12,-6%,1%,-1%,0.0%,-6%,-5%[46.1 µM],9%,12%
CCc1nn2c(=O)c(S(=O)(=O)Nc3ccc(C(C)C)cc3)c(C)nc2s1,nt,nt,-1%,-0.6%,0%,nt,-7%,3%
O=C1C=C(Nc2ccc(Cl)cc2)C(=O)N1c1ccc(Cl)cc1,6%,-1%,-2%[53 µM],10µM*,-2%[53 µM],5%,3%,-5%
CC(C)c1ccc(NC(=O)C2CCN(S(=O)(=O)c3cccc4nonc34)CC2)cc1,nt,nt,-6%,-0.9%,-1%,nt,-8%,-7%
CCCCNC(=O)c1cc2c(=O)n3cccc(C)c3nc2n(Cc2ccccc2)c1=N,-4%,6%,-3%,8.0%,-2%,?,4%,2%
CCOc1ccc(NC(=O)c2cnc(Nc3ccccc3OC)c3ccccc23)cc1,nt,nt,-1%,14%,7%,nt,?,0%
Cc1ccccc1Nc1c(-c2ccccc2)nc2cccc(C)n12,nt,nt,-3%,4.8%,-4%,nt,-19%,4%
O=Cc1cccn1-c1ccc2ccccc2c1,-1%,12%,-5%,6.0%,-4%,17%,-14%,-7%
O=C(NCc1ccccc1)/C(=N\O)c1ccccc1,-2%,6%,1%,-1.1%,-1%,9%[46.1 µM],-1%,9%
Cc1cc(C)c(C#N)c(SCc2cn3c(C)cccc3n2)n1,4%,-22%,-1%,-3.0%,7%,6%,15%,3%
COc1ccc(C)cc1NC(=O)c1cc2c(s1)CCC2,4%,12%,-1%,0.0%,3%,-28%,-16%,3%
c1ccc(-c2noc(CC3CCCCC3)n2)cc1,3%,5%,2%,-1.2%,7%,-21%,12%,8%
Cc1ccc(F)cc1NC(=O)C12CC3CC(C1)CC(n1cnc([N+](=O)[O-])n1)(C3)C2,-1%,0%,1%,-3.1%,2%,-14%[46.1 µM],3%,12%
CC1=CC(C)(C)N(C(=O)C(C)N2C(=O)c3ccccc3C2=O)c2c(C)cc(C)cc21 (stereo not given),-7%,3%,0%,-1.3%,4%,?,-16%,4%
CCCCN(CCCC)c1nc2ccccc2nc1NS(=O)(=O)c1ccc(NC(C)=O)cc1,-1%,6%,0%,6.4%,4%,-20%[46.1 µM],?,?
COc1cc(SC)ccc1C(=O)NCCOc1ccccc1Cl,4%,4%,1%,-1.0%,-1%,?,-14%,1%
O=C(NC1CCN(Cc2ccccc2)CC1)c1cc(Br)c(Br)[nH]1,7%,13%,0%,3.3%,-1%,19%,-3%,-4%
N#Cc1c(-c2ccc(F)cc2)noc1N,-2%,-1%,2%,-0.8%,-1%,9%[46.1 µM],-4%,0%
CCOc1ccccc1CNC(=O)c1cnc2sc(N3CCCCCC3)nn2c1=O,nt,nt,-18%,0.0%,-5%,nt,-8%,-2%
O=C(Nc1ccccc1)Nc1csc2ccccc12,-1%,10%,-4%,-1.1%,1%,-36%,11µM*[quencher],?
CC(C)Cc1nnc(NC(=O)CN2C(=O)c3ccccc3C2=O)s1,3%,-2%,0%,6.1%,-3%,9%,-6%,-12%
COc1ccc(-c2cc(C(F)(F)F)nc(SCC(=O)NCc3ccc(F)cc3)n2)cc1,nt,nt,1%,3.8%,0%,nt,-23%,?
CC(C)(c1ccc(O)cc1)c1ccc(O)cc1,0%&3%,15%&-9%[21.7 µM],0%[201 µM],nt,9%[201 µM],nt,nt,nt
Cc1ccc2cc(C3CC(c4ccco4)=NN3C(=O)CCC(=O)O)c(Cl)nc2c1 (stereo not given),3%,14%,-2%,-2.6%,-3%,-5%,-13%,-5%
Cc1ccc(C(=O)Nc2ccc(C(=O)/C=C/c3cccs3)cc2)cc1,3%,2%,-2%,4.3%,8%,-12%[46.1 µM],-10%,-9%
CCC(C)NC(=O)Cn1c(=O)n(Cc2ccc(C(=O)NCCCOC)cc2)c(=O)c2ccccc21 (stereo not given),nt,nt,-3%,0.1%,1%,nt,-5%,5%
CCN(CC)c1ccc(NC(=O)CSc2nc3ccccc3c(=O)[nH]2)cc1,-2%,-6%,-2%,-1.1%,-4%,-23%[46.1 µM],-21%,11%
O=C(Nc1ccccc1)C1CCCN1/C=C/C(=O)C(F)(F)F (stereo not given),8%,7%,-1%,-2.5%,9%,7%,5%,-1%
Cc1ccc(-c2ccnc3nc(-n4cccc4)nn23)o1,-4%,23%,1%,0.0%,-4%,-10%,7%,10%
CSc1nnc(C)c(=O)n1COC(=O)COc1ccc2ccccc2c1,-8%,-2%,-12%,1.3%,4%,-1%[46.1 µM],0%,6%
COC(=O)C(=O)/C=C(\O)c1ccc(C)cc1,12%,1%,-6%,-1.0%,2%,-14%[46.1 µM],?,?
CCc1ccc(CNC(=O)c2ccc(CS(=O)c3ccc(Br)cc3)o2)cc1 (stereo not given),nt,nt,-2%,-2.3%,5%,nt,-9%,6%
N=C1C(c2ccccc2)=C(O)CN1c1ccccc1,10%,2%,-2%,-0.2%,1%,5%,-2%,2%
CCOC(=O)c1c(NC(=O)CN2C(=O)NC3(CCC(CC)CC3)C2=O)sc(C)c1-c1ccc(C)cc1 (stereo not given),-2%,6%,0%,-1.0%,-6%,-31%,6%,13%
COc1ccc(N(CC(=O)N2CCN(c3cc(C)ccc3C)CC2)S(=O)(=O)c2c(C)noc2C)cc1,nt,nt,0%,-0.7%,4%,nt,-15%,4%
COc1ccc(OC)c(N(CC(=O)NCc2ccccc2)S(=O)(=O)c2ccccc2)c1,nt,nt,3%,2.2%,2%,nt,-13%,-2%
COCC(C)n1c(C)cc(C(=O)CSc2nc3ccccc3c(=O)[nH]2)c1C (stereo not given),5%,-4%,4%,4.8%,-21%,-25%[46.1 µM],-15%,4%
CCCCNC(=O)NNC(=O)c1ccc(F)cc1,0%,5%,0%,-2.2%,-1%,9%,8%,10%

# Gathered by group, the compounds so far with bromine.
SMILES,GLA spleen mod,CBFb-RUNX1 inh,TexasRed fluor,Epigenetic reg,TRb-SRC2 inh,NPSR antagonist,Tau fluor counter,Tau fibril FP
O=C(NC1CCN(Cc2ccccc2)CC1)c1cc(Br)c(Br)[nH]1,7%,13%,0%,3.3%,-1%,19%,-3%,-4%
CCc1ccc(CNC(=O)c2ccc(CS(=O)c3ccc(Br)cc3)o2)cc1 (stereo not given),nt,nt,-2%,-2.3%,5%,nt,-9%,6%
